# Assay outcomes from PubChem.
# CBFb RUNX1 block – CBF-beta/RUNX1 interaction disruption. Q01196+Q13951. 230,000 tested, under 10 active. AlphaScreen CBFb-His/RUNX1-biotin binding, biochemical. Potency, µM (titrated, usually from 59.8 µM), for inactives: at the highest dose activity, negative = inhibition, most hits filed as inhibitors; further: % of control where 0% means no effect
# Target sequence (Q01196 whole entry, looked up): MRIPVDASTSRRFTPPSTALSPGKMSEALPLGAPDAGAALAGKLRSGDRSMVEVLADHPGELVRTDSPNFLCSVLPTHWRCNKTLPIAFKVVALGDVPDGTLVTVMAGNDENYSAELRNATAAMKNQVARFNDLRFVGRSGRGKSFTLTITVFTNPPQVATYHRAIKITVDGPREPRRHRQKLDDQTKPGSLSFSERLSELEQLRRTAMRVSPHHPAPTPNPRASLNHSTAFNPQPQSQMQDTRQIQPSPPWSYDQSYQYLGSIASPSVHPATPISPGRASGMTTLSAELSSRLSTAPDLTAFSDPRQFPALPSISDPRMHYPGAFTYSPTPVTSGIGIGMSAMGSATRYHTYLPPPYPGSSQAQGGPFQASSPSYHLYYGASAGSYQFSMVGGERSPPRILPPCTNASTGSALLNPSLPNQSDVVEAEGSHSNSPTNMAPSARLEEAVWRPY
# Target sequence (Q13951 whole entry, looked up): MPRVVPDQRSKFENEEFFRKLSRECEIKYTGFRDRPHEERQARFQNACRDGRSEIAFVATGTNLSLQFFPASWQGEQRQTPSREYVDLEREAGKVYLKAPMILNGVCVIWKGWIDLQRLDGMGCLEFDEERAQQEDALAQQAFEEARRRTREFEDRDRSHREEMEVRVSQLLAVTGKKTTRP
#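 AlphaScreen proximity signal reports loss of binding between His-tagged CBF-beta and biotin-labelled RUNX1, each at 30 nM. Proteins are pre-associated for 20 minutes, compounds added for 15 minutes, then beads for 90 minutes, all at ambient temperature.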
# Luc counter – blocks Kinase-Glo luciferase, a counter-screen artifact; Q27757; Kinase-Glo luciferase, ATP luminescence, 8 min; Potency, µM (series often up to 38.3 µM), inactives show at the highest dose activity change, negative = inhibition, hits mostly inhibitors; 0.28% of 200,000 active; AID 1379; further: potency means the concentration at half of the fitted maximal effect; on the % scale 0 is the no-effect control and ±100 the full control effect; nearly all actives have a fitted effect of over 60% in size
#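 Light output from Kinase-Glo luciferase with luciferin and 10 uM ATP in 50 mM imidazole pH 7.2, KCl, MgCl2, Tween 20, BSA; compound pin-delivered, 8-min ambient incubation, then luminescence read.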
# IMPase Li cell – IMPase inhibition in cells with lithium potentiation; CHO-M1 cells, IP1 TR-FRET (IP-One), carbachol + lithium; Potency, µM (highest dose often 59.4 µM), without a hit: top-dose activity, negative = IMPase inhibition, usual class: inhibitors; 0.35% of 210,000 active; AID 1457;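 further: IP1 builds up when IMPase is blocked and the TR-FRET signal falls; potency means the concentration at half of the fitted maximal effect; plate controls were basal vehicle for no effect and high inhibitor control for full effect; nearly all actives have a fitted effect of over 50% in size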
#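 CHO-M1, 2000 cells/well, 16–30 h culture; cpd + low Li+, 30 min 37C; lysis with d2-IP1/Eu-anti-IP1 Ab, 10 min RT; TR-FRET 665/620 ratio and 620 channel; AC50 via Hill.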
# LMNA splice mod – LMNA splicing modulation. HeLa LMNA splicing GFP/RFP minigene ratio, 48 h. Potency, µM (titrated, usually from 46.1 µM), inactives show at the highest dose ratio change, negative = inhibition, most hits filed as inhibitors. AID 1487. 0.01% of 200,000 active; active means well fitted inhibition curve with a large enough effect in the signal ratio, with a control signal flat, not every such curve was filed as active; inconclusive means small, poorly fitted or top-dose-only effect, or effect the other way, or a change in a side signal; the % refers to the signal ratio; further: potency means the concentration at half of the fitted maximal effect; on the % scale 0 is the no-effect control and ±100 the full control effect
#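 S3 HeLa cells stably expressing lamin A-EGFP splicing minigene plus DsRed2, 600 cells/well, 48 h compound exposure at 37C. Laser-scanning cytometry; analysed as GFP (500-530 nm)/RFP (575-640 nm) total intensity ratio; 0.5% DMSO vehicle.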
# SMN2 splice enh – SMN2 splice variant enhancement. HEK293 SMN2-luciferase splicing reporter, luminescence, 30-36 h. Potency, µM (series often up to 46.1 µM), for inactives: top-dose activity change, positive = activation, hits mostly activators. 2.8% of 210,000 active. AID 1458; further: potency means the concentration at half of the fitted maximal effect; % of control where 0% means no effect; nearly all actives have a fitted effect of over 55% in size
#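 qHTS luciferase splicing reporter: luminescence rises when SMN2 exon 7 is included in transfected HEK293 cells. Compound exposure lasted 30-36 h at 37C, with 4.5 mM final sodium butyrate as control, followed by a ONE-Glo read.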
# HTT ATP protect – Huntington cell model cytoprotection by ATP luminescence. PC12 HTT-Q103 induced, cytoprotection, ATP luminescence, 40 h. Potency, µM (doses to about 56.4 µM), inactives show cytoprotection (ATP increase), actives largely listed as activators. 0.14% of 230,000 active;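 further: potency means the concentration at half of the fitted maximal effect; % of control where 0% means no effect; nearly all actives have a fitted effect of over 45% in size; toxic huntingtin expression switched on by the ecdysone agonist tebufenozide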
#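 Quantitative HTS on tebufenozide-induced (100 nM) PC12 cells expressing HTTQ103 exon 1–GFP; compounds tested as a concentration series; survival measured via cellular ATP.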
# HTT aggregate – reduces HttQ103-GFP aggregates in PC12 cells | PC12 HttQ103-GFP aggregates, Acumen cytometry, 40 h | Potency, µM (series often up to 46.1 µM), inactives show at the top dose activity change, negative = inhibition, actives largely listed as inhibitors | 1.1% of 220,000 active; further: potency means the concentration at half of the fitted maximal effect; on the % scale 0 is the no-effect control and ±100 the full control effect; nearly all actives have a fitted effect of over 60% in size
#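 Aggregate formation scored by laser-scanning cytometer (488 excitation, 500–530 emission) in lysed PC12 cells expressing Q103-GFP after 100 nM tebufenozide induction; library tested in dose series, with ATPLite reagent added in the multiplex.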
# Active calls of the source: *; ? = inconclusive; · = not tested or not shown; & = joins results of further samples; [ ] = dose if it differs, or a comment. Unless noted, the call rests on the fitted dose curve; in most records, active means well fitted curve in the direction sought with a large enough effect; inconclusive means small, poorly fitted or top-dose-only effect, or another doubt; inactive means no such curve, though single readings can be large; an effect the other way counts as inactive or inconclusive.
SMILES,CBFb RUNX1 block,Luc counter,IMPase Li cell,LMNA splice mod,SMN2 splice enh,HTT ATP protect,HTT aggregate
Cc1ccc(CNC(=O)C2COc3ccccc3O2)cc1 (configuration not stated),8%,-1%,8%,-6%[46 µM],·,-11%[10 µM],-2%[9.22 µM]
COc1cc(CSC)nc(-c2ccccc2)n1,17%,6%,-1%,10%[46 µM],0%,-56%[inhibitor],14%
O=C(Nc1cccc2c1[nH]c1ccccc12)C(F)(F)F,4%,3%,4%,0%,-15%,29%[10 µM],?
Cc1nc(C)n(CC(O)COc2ccc(C(=O)c3ccccc3)cc2)n1 (configuration not stated),0%,2%,-1%[38.3 µM],?,-75%[inhibitor],11%,?
Cc1ccc(NC(=O)N2CCN(Cc3ccc4c(c3)OCO4)CC2)cc1,7%,0%,42%[activator][38.3 µM],9%,-16%,-46%[inhibitor][10 µM],?
Cc1ccc(C(=O)Nc2ccc3c(c2)OCO3)cc1S(=O)(=O)N1CCCCC1,-5%,1%,19%[38.3 µM],?,-43%[inhibitor],-8%,-15%
O=C(/C=C/c1ccc(F)cc1)NC(=S)N1CCCCC1c1cccnc1 (configuration not stated),-5%,·,·,-13%[46 µM],·,11%[10 µM],14%[9.22 µM]
COc1cc(C(C)=O)ccc1OCC(=O)c1cc(C)n(C2CC2)c1C,-11%,0%,6%[38.3 µM],21%,-7%,-19%[10 µM],?
O=C(c1ccccc1)c1c[nH]c(C(=O)NCCCn2ccnc2)c1,-1%,-1%,12%[38.3 µM],-12%,-16%,-12%,-23%
Cc1nnc2sc(-c3csc4c3CCCC4)nn12,12%,0%,23%[38.3 µM],?,?,15%,14%
Cc1cc(NCCCO)n2nc(-c3cccs3)cc2n1,2%,-5%,3%,·,·,-16%[10 µM],-9%[9.22 µM]
CCOc1ccc2nc(N3CCC(C(=O)NCCCN4CCOCC4)CC3)sc2c1,-3%,·,·,·,·,2%[10 µM],-6%[9.22 µM]
CC(=O)c1ccc(N2CCN(C(=O)Nc3ccc(C)cc3)CC2)cc1,-12%,0%,-3%,·,-27%&1%,-16%,10%
COC(=O)c1ccc(CN2CCN(Cc3ccc(C(=O)OC)o3)CC2)o1,2%,-2%,-2%[38.3 µM],13%,-29%,4%[10 µM],16%
C[N+]1=C2CCCCCN2C(O)(c2ccccc2)C1 (configuration not stated),10%,-2%,-13%[38.3 µM],8%,-3%,-13%[10 µM],9%
O=C1c2ccccc2C(=O)N1CC(O)CNc1ccc(Br)cc1 (configuration not stated),-5%,-1%,-2%,7%,-2%,·,-5%
C=CCN(CC=C)C(=S)NC(=O)c1ccc(OC)c(Br)c1,7%,-5%,-3%[38.3 µM],13%,-31%[inhibitor],-13%,-15%
O=S(=O)(c1cccc(-c2nc3ccccc3s2)c1)N1CCCC1,19%,5%,29%[38.3 µM],?,-24%,-24%[0.074 µM],-33%
Cc1ccsc1/C=N/n1cnc2sc(C)c(C)c2c1=O,-18%,-21%,-20%[38.3 µM],6%,21%,-24%,-4%
CCOC(=O)N1CCN(C(=O)CCl)CC1,5%,0%,0%,·,-45%[inhibitor],-196%[inhibitor],?

# Retrieved by compound from the entries so far, 2 records:
SMILES,CBFb RUNX1 block,Luc counter,IMPase Li cell,LMNA splice mod,SMN2 splice enh,HTT ATP protect,HTT aggregate
Cc1ccc(CNC(=O)C2COc3ccccc3O2)cc1 (configuration not stated),8%,-1%,8%,-6%[46 µM],·,-11%[10 µM],-2%[9.22 µM]
O=S(=O)(c1cccc(-c2nc3ccccc3s2)c1)N1CCCC1,19%,5%,29%[38.3 µM],?,-24%,-24%[0.074 µM],-33%

# (cont.)
SMILES,CBFb RUNX1 block,Luc counter,IMPase Li cell,LMNA splice mod,SMN2 splice enh,HTT ATP protect,HTT aggregate
O=C(CC(=O)Nc1ccccn1)Nc1ccccn1,1%,11%,-8%[38.3 µM],2%,-5%,-5%,-17%
COc1ccc(NC(=O)C2CCN(c3nc(C)nc4c3CCC4)CC2)cc1,-8%,-6%,-3%[38.3 µM],?,-56%[inhibitor],-11%,-30%
COC(=O)c1ccc(C(c2c(N)n(Cc3ccccc3)c(=O)n(C)c2=O)N2CCOCC2)cc1 (configuration not stated),-12%,1%,8%[38.3 µM],1%,1%,0%,-7%
COc1cc(/C=C2\S/C(=N/S(=O)(=O)c3ccc(C)cc3)NC2=O)c([N+](=O)[O-])cc1OC,-11%,1%,1%,-1%,15%,28%[10 µM],20%
Cc1ccc(C2N(c3cccc(Cl)c3)C(=O)C3CCCN32)o1 (configuration not stated),1%,4%,-20%[38.3 µM],-3%,7%,-4%,8%
CCN(CC)c1ccc(C=Nc2ccc(C#N)cc2)c(O)c1,15%,-1%,-21%[38.3 µM],8%,-7%,-8%,7%[9.22 µM]
CCOC(=O)CN1C(=O)COc2ccc(Cl)cc21,7%,2%,9%[38.3 µM],4%,-13%,-20%[0.074 µM],?
COc1ccc(S(=O)(=O)NCCc2csc(-c3cccnc3)n2)cc1,14%,2%,20%[38.3 µM],-6%,3%,14%[10 µM],-26%
O=C(Cc1coc2ccc3ccccc3c12)NC1CCCc2ccccc21 (configuration not stated),-7%,1%,8%,-9%,-21%,-7%[1.9 µM],6%
COC(=O)c1cccc(Nc2nc3ccccc3nc2C)c1,7%,·,·,?,·,-19%,-5%
O=C(c1ccccc1-c1nc(-c2ccccc2)no1)N1CCOCC1,4%,-1%,-9%[38.3 µM],17%,1%,-4%,14%
CCCCOC(=O)c1sc2nc(N3CCOCC3)c3c(c2c1N)CC(C)(C)OC3,13%,·,·,·,·,-18%[10 µM],-11%[9.22 µM]
CC(c1ccccn1)N(Cc1ccco1)C(=S)Nc1cccc(F)c1 (configuration not stated),-13%,-2%,4%,13%[46 µM],-62%[inhibitor],-32%[inhibitor],-3%
O=C1NCCN1C(=O)c1ccccc1F,5%,2%,-7%[38.3 µM],5%,-9%,2%,24%
O=P(OC1CCCCC1)(OC1CCCCC1)C(Nc1ccccc1)c1cccnc1 (configuration not stated),9%,·,·,·,·,-17%[10 µM],-22%[9.22 µM]
O=S(=O)(c1ccc(N2CCOCC2)nc1)N1CCOCC1,-8%,-1%,11%[38.3 µM],2%,37%,7%,1%
COc1ccc2c(CCNC(=O)CN3C(=O)c4ccccc4C3=O)c[nH]c2c1,-2%,-2%,6%,-12%,5%,13%[0.074 µM],10%
Cc1ccc(C(=O)COC(=O)c2cc(=O)[nH]c3ccccc23)cc1C,-1%,2%,1%,·,21%,-7%[10 µM],-8%[9.22 µM]
Cc1ccc(NS(=O)(=O)c2ccc(N3CCN(c4ccc(O)cc4)CC3)c([N+](=O)[O-])c2)c(C)c1,?,1%,7%,?,-61%[inhibitor],32%[10 µM],-30%
Cc1ccc2nc3c(cc(C(=O)NC4CCCC4)c(=N)n3CCCn3ccnc3)c(=O)n2c1,-11%,-3%,11%,-10%[46 µM],-4%,25%[10 µM],13%[9.22 µM]

# Some of these compounds in order of their number in SMN2 splice enh, lowest first.
compound	SMN2 splice enh
O=C(Cc1coc2ccc3ccccc3c12)NC1CCCc2ccccc21 (configuration not stated)	-21%
O=C(Nc1cccc2c1[nH]c1ccccc12)C(F)(F)F	-15%
COc1ccc(S(=O)(=O)NCCc2csc(-c3cccnc3)n2)cc1	3%
COc1ccc2c(CCNC(=O)CN3C(=O)c4ccccc4C3=O)c[nH]c2c1	5%

# Remaining list, next part.
SMILES,CBFb RUNX1 block,Luc counter,IMPase Li cell,LMNA splice mod,SMN2 splice enh,HTT ATP protect,HTT aggregate
CCOC(=O)C1CCN(C(=O)c2ccc(CNS(=O)(=O)c3ccc(OC)cc3)cc2)CC1,2%,·,4%,·,·,-26%,3%
CCc1nnc(NC(=O)CSc2nnc(CSc3nc(C)cc(C)n3)o2)s1,-3%,10%,4%[38.3 µM],3%,2%,-7%,-3%
COc1ccc(Nc2ccc(N3C(=O)CCCC3=O)cc2[N+](=O)[O-])cc1OC,-16%,3%,7%,0%,-8%,9%[10 µM],-12%
CCN(CC)S(=O)(=O)N1CCC(C(=O)NCC2COc3ccccc3O2)CC1 (configuration not stated),18%,1%,4%,-6%,-9%,-4%[0.074 µM],2%
O=C(O)COCC(=O)NCc1csc2ccc(Cl)cc12,5%,·,·,·,·,9%[10 µM],19%[9.22 µM]
Cc1ccc(-c2nc(SCC(=O)c3c(N)n(C)c(=O)n(C)c3=O)n[nH]2)cc1,-7%,1%,-2%,·,-6%,-35%[inhibitor],9%
CCC(=O)NCCC(c1ccco1)c1ccccc1OC (configuration not stated),11%,-6%,5%,-6%,-11%,-11%[0.074 µM],6%
COc1ccc2[nH]cc(CCNc3nc(-c4cccnc4)nc4ccccc34)c2c1,·,·,22%,?,·,?,·
Cc1ccc(N2C(=O)CC(Nc3ccccc3)C2=O)cc1 (configuration not stated),4%,17%,23%[38.3 µM],-6%,-5%,4%,?
C=C1c2cccc(OC)c2O[C@H](C(=O)OCC)[C@@H]1CCCCCC,21%[89.1 µM],0%[39.9 µM],13%,·,·,-42%[inhibitor],·
Cc1ccccc1-c1cncnc1NCCN1CCOCC1,·,-5%,1%,?,2%,-40%[inhibitor],·
COc1ccccc1OCCNC(=O)c1ccc(S(=O)(=O)N(C)C)cc1,3%,-4%,-4%[38.3 µM],7%,-14%,-21%,-4%
CCN(CC)S(=O)(=O)c1ccc(Cl)c(NC(=O)CSc2cccc[n+]2[O-])c1,7%,·,·,·,·,-3%[10 µM],-14%[9.22 µM]
CCOc1ccccc1N1CC(C(=O)Nc2cccc(S(=O)(=O)N3CCCCC3)c2)CC1=O (configuration not stated),-12%,4%,13%,-16%[46 µM],-45%[inhibitor],-10%,-22%
CCc1cc2c(NCc3ccco3)ncnc2s1,1%,8%,22%[38.3 µM],?,-58%[inhibitor],-30%,?
O=C(COC(=O)C1COc2ccccc2O1)NC(=O)Nc1ccc2c(c1)OCCO2 (configuration not stated),-3%,-4%,-11%[38.3 µM],6%,23%,-10%[10 µM],0%
Cc1ccc2nc(-c3ccc(NC(=O)CSc4nccc(=O)[nH]4)cc3)sc2c1,1%,-3%,-9%,?,8.9µM*,-94%[inhibitor],30%
COc1ccc(/C(O)=C/c2nc3ccccc3n(-c3ccccc3)c2=O)cc1,3%,-3%,42%[activator][38.3 µM],10%,-26%,4%,16%
Cc1ccc2nc(NC(=O)c3ccccn3)sc2c1,?,·,-1%,·,·,-178%[inhibitor],?
